Bioassay records as filed in PubChem BioAssay.
MEP2-GFP yeast: yeast TOR pathway MEP2-GFP modulation; S. cerevisiae MEP2-GFP strain, flow cytometry GFP, 3 h; 100% = DMSO control level; GFP response vs DMSO, % at 10 µM; actives 0.51% (n = 330,000);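 active means GFP response versus DMSO above a set limit, roughly screen mean plus 3 SD, cut at about 180% in these data; inconclusive means fewer than 70 cells counted for a yeast strain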;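 further: median GFP fluorescence of the barcode-gated MEP2-GFP cells per well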
proCasp3 act: activators of human procaspase-3; actives 0.11% (n = 330,000); AID 463141; recombinant procaspase-3 D3A, Ac-DEVD-pNA absorbance 405 nm; activation, % at 8.5 µM;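 active means activation above the mean of all tested compounds plus 3 SD, cut at about 21% in these data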;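 further: 0% = DMSO alone and 100% = DMSO wells spiked with extra 5 µM PC-3 D3A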
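Assay system – Procaspase-3 D3A mutant · Benchmarks – DMSO low control, extra-enzyme high control · Technique – 405 nm absorbance of p-nitroaniline, reads at 0 and 120 min · Doses – 8.5 µM nominal · Measure – % activation between DMSO and enzyme-spiked controls · Also added – Ac-DEVD-pNA chromogenic peptide substrate · Schedule – 1 h compound preincubation, 2 h substrate hydrolysis at 25 °C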
procasp7 counter: activates human procaspase-7, counter-screen for procaspase-3 activators. P55210. actives 0.093% (n = 330,000). activation, % at 8.5 µM. recombinant procaspase-7, Ac-DEVD-pNA absorbance 405 nm; D23A/D198A/D206A triple mutant, cannot self-cleave; scale: DMSO 0, 5 µM enzyme 100. AID 463210;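 active means percent activation above the screen-wide mean plus 3 SD, cut at about 25% in these data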
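Material: Procaspase-7 triple mutant (PC-7 D3A) | Quantity: 2 µM procaspase-7 mutant as dispensed | Reagent: DEVD-pNA substrate | Times: 1 h preincubation, 2 h reaction | Technique: 405 nm absorbance of p-nitroaniline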
LAP4 TOR yeast: modulators of TOR pathway LAP4-GFP in S. cerevisiae; GFP response vs DMSO, % at 10 µM; actives 0.34% (n = 320,000); S. cerevisiae LAP4-GFP multiplex, flow cytometry GFP, 3 h; median GFP as percent of DMSO wells; AID 2023;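 active means GFP response vs DMSO above a set limit, about the screen mean plus 3 SD, cut at about 150% in these data; inconclusive means under 70 cell events counted for the yeast strain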
AGP1 TOR yeast: modulators of TOR pathway AGP1-GFP in S. cerevisiae; AID 2066; S. cerevisiae AGP1-GFP multiplex flow cytometry, 3 h; GFP as percent of DMSO wells; GFP response vs DMSO, % at 10 µM; actives 0.02% (n = 320,000);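 active means GFP response relative to DMSO above a set limit, near screen average plus 3 SD, cut at about 150% in these data; inconclusive means fewer than 70 cells counted for the yeast strain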;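 further: median GFP channel fluorescence of the gated AGP1 strain per well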
RPL19A-GFP yeast: alters RPL19A-GFP fluorescence in TOR pathway yeast screen | S. cerevisiae RPL19A-GFP strain, flow cytometry, 3 h; active compounds read low | percent response vs DMSO, % at 10 µM | actives 0.3% (n = 330,000) | AID 2025;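 active means percent response vs DMSO below 50%; inconclusive means fewer than 70 events counted for the yeast strain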;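 further: median channel GFP fluorescence of the barcoded RPL19A-GFP strain; ratio of sample median GFP to plate DMSO average so 100% = DMSO; lower means less RPL19A-GFP as with rapamycin TOR inhibition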
CIT2 TOR yeast: alters CIT2-GFP fluorescence in TOR pathway yeast screen; S. cerevisiae CIT2-GFP strain, flow cytometry, 3 h; 100 means same as DMSO wells; actives 0.065% (n = 320,000); GFP response vs DMSO, % at 10 µM; AID 2029;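 active means GFP response relative to DMSO above a set limit, near the screen mean plus 3 SD, cut at about 150% in these data; inconclusive means Fewer than 70 cells measured for a yeast strain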;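 further: ratio of well median GFP fluorescence to mean of DMSO wells on the plate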
AHR act: human AHR activation. P35869. AHR-responsive luciferase reporter cells, luminescence. activation, % at 5 µM. actives 2.5% (n = 320,000). AID 2796; in the data active means activation above about 47%;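 further: 0% = vehicle wells and 100% = reference agonist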
Target sequence (P35869 whole entry, looked up): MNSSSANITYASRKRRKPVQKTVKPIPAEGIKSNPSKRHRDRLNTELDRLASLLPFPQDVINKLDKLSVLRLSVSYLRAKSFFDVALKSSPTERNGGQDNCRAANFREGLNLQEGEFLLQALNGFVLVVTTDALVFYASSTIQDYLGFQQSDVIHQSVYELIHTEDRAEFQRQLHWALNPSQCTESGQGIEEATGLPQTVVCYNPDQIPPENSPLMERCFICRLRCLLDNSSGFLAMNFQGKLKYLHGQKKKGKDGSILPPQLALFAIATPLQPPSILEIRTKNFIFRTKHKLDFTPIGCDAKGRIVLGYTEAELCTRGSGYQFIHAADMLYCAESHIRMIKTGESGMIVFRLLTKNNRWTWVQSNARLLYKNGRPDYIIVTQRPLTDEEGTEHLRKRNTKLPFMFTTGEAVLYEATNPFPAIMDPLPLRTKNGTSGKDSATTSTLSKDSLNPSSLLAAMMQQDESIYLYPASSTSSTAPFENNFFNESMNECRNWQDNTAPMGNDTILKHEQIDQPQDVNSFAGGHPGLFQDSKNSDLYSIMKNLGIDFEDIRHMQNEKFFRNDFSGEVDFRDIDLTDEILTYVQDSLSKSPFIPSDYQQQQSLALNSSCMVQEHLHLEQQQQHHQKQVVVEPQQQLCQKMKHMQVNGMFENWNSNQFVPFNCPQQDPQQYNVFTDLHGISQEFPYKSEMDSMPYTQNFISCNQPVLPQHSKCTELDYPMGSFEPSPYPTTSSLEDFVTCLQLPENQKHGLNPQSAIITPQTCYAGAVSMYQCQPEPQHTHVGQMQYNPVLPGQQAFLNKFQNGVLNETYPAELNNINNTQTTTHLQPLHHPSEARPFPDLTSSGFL
The depositor's hits bear a star; ? = inconclusive; / = not tested or not shown; & = joins results of further samples; [ ] = remark or other dose.

Second line of a record: MEP2-GFP yeast | proCasp3 act | procasp7 counter | LAP4 TOR yeast | AGP1 TOR yeast | RPL19A-GFP yeast | CIT2 TOR yeast | AHR act
(1) CCc1cc(=O)oc2cc(OCC(=O)NCc3ccccn3)ccc12
    98 | 11 | -3 | 92 | 93 | 91 | 89 | 22
(2) COc1ccc(CCNC(=O)Cc2c(Cl)cccc2Cl)cc1
    86 | 4 | 10 | 105 | 97 | 100 | 93 | 0
(3) Cc1ccc(NC(=S)N2CCCC2)cc1C
    109 | / | / | 78 | 100 | 118 | 96 | /
(4) CCN(CC)CCn1c(C)nc2c(sc3nc4c(cc32)COC(C)(C)C4)c1=O
    101 | -2 | 2 | 104 | 99 | 100 | 100 | 3
(5) O=C(NC(=S)Nc1nc(-c2ccccc2)cs1)c1cccnc1
    115 | -14 | -17 | 106 | 101 | 102 | 110 | 10
(6) COc1cc(OC)cc(C(=O)Nc2cccc(NC(=O)c3ccccc3)c2)c1
    104 | 5 | -5 | 106 | 98 | 103 | 99 | 8
(7) CCCCC(=O)Nc1cccc(-c2nnc(-c3ccccc3)o2)c1
    101 | 6 | -3 | 103 | 92 | 97 | 98 | 6
(8) COc1ccc(-c2nc(CS(=O)CC(=O)NCc3ccccn3)c(C)o2)cc1 (stereo unspecified)
    101 | -11 | -8 | 106 | 99 | 98 | 98 | 5
(9) Cc1nc2ccccc2c2c1C(=O)N(c1ccc(C(=O)O)cc1)C2=O
    96 | 1 | 3 | 83 | 90 | 98 | 91 | 5
(10) O=C(CN1CCN(C(=O)c2cncn2-c2ccc(F)cc2)CC1)Nc1ccccc1C(F)(F)F
    97 | 6 | 10 | 90 | 93 | 97 | 102 | 1
(11) Cc1ccc(-c2cc(C(=O)NCC3CCCO3)c3ccccc3n2)cc1C (stereo unspecified)
    259*[may fluoresce violet] | 4 | 9 | 87[may fluoresce violet] | 16[may fluoresce violet] | 43*[may fluoresce violet] | ? | 2
(12) COCCn1c(SCC(=O)N2CCCC2)nnc1-c1ccoc1C
    94 | -2 | 0 | 93 | 100 | 97 | 102 | 0
(13) CCOC(=O)COc1ccc(C2CC(C)=NN2c2ccccc2)cc1 (stereo unspecified)
    86 | 4 | 4 | 109 | 94 | 86 | 86 | 1
(14) CCC(CC)C(=O)Nc1ccc(Cl)c(Cl)c1
    88[may fluoresce red] | 1 | 6 | 77[may fluoresce red] | 96 | 106 | 78[may fluoresce red] | 11
(15) CCCCn1c(SCC(=O)NC2CC2)nnc1-c1ccncc1
    104 | 7 | 11 | 99 | 100 | 101 | 99 | -1
(16) O=C(OCC(=O)N1CCN(S(=O)(=O)c2ccc(Cl)cc2)CC1)c1cccc(OC(F)F)c1
    96 | -2 | 5 | 100 | 103 | 97 | 97 | 0
(17) Cc1nn(C)c(C(=O)N/N=C/c2ccccc2)c1[N+](=O)[O-]
    103 | -7 | 3 | 98 | 89 | 100 | 99 | 3
(18) Nc1ccccc1SCc1cc([N+](=O)[O-])cc2c1OCOC2
    96 | 6 | 8 | 111 | 104 | 98 | 98 | 9
(19) COC(=O)CN1C(=O)C(O)(CC(=O)c2cccc(Br)c2)c2ccccc21 (stereo unspecified)
    102 | 3 | 2 | 100 | 108 | 103 | 104 | 0
(20) Cn1cc(Cl)c(C(=O)OCC(=O)Nc2ccccc2)n1
    102 | -2 | 2 | 101 | 99 | 99 | 106 | 1
(21) COc1ccc(C(=O)CSc2ccc3nnc(-c4cccnc4)n3n2)cc1
    98 | 1 | 9 | 92 | 100 | 104 | 101 | 83*
(22) O=C(Cc1cccs1)N1CCN(S(=O)(=O)c2ccccc2)CC1
    120 | -2 | -2 | 111 | 102 | 102 | 100 | 0
(23) CC1=NN(c2nc(-c3ccc(C)cc3)cs2)C(=O)C1N=Nc1ccc2ccccc2c1 (stereo unspecified)
    107 | -7 | 12 | 101 | / | 100 | 100 | 24
(24) Cc1nc([N+](=O)[O-])c(Br)n1CC(=O)c1ccc(Cl)cc1
    94 | 0 | -18 | 96 | 100 | 99 | 102 | -1
(25) CCCc1cc(=O)[nH]c(SCC(=O)c2c(C)[nH]c3ccccc23)n1
    101 | 2 | 2 | 101 | 105 | 104 | 98 | 60*
(26) CN(C(=O)CCCN1C(=O)c2ccccc2C1=O)C1CCCCC1
    101 | 1 | -2 | 107 | 101 | 99 | 96 | -1
(27) Cn1c(NC(=O)C2CCCO2)cc(=O)n(C)c1=O (stereo unspecified)
    103 | 1 | 6 | 98 | 105 | 98 | 102 | -1
(28) COc1ccc(NC(=S)N2CCN(C(=O)c3ccco3)CC2)cc1
    102 | -2 | 0 | 92 | 101 | 103 | 102 | -3
(29) O=[N+]([O-])c1cc([N+](=O)[O-])c2cccnc2c1Oc1ccccc1O
    89 | -11 | -22 | 150 | 94 | 87 | 87 | 3
(30) O=C(O)C1CCCN(CCC=C(c2ccccc2)c2ccccc2)C1 (stereo unspecified)
    98 | -3 | 8 | 107 | 99 | 103 | 97 | -1
(31) CC(C)(C)Nc1nc(-c2ccc3c(c2)CCN3C(=O)C2CC2)cs1
    108 | 12 | -11 | 101 | 93 | 100 | 93 | -7
(32) Cc1nc2c3ccccc3n(CCN3CCCCC3)c2s1
    100 | 7 | 9 | 102 | 103 | 99 | 101 | 7
(33) CC(=O)Oc1ccc(/C=c2\sc3ncnn3c2=O)cc1
    91 | 7 | 6 | 153* | 85 | 102 | 99 | -1
(34) COCC(C)n1c(C)cc(C(=O)CSc2nnc(-c3ccco3)o2)c1C (stereo unspecified)
    104 | -2 | 10 | 104 | 104 | 100 | 108 | 1
(35) COc1ccc(C(C(=O)NCc2ccccc2)N(C(=O)c2snc(C(N)=O)c2N)C2CCCC2)cc1O (stereo unspecified)
    96 | -3 | -3 | 90 | 94 | 95 | 104 | 0
(36) COc1cc(C2N(Cc3ccccc3)CCN2Cc2ccccc2)ccc1OC(C)=O
    497*[may fluoresce violet] | -3 | 7 | 84[may fluoresce violet] | ? | 42*[may fluoresce violet] | ? | 1
(37) CCOC(=O)C1=C(O)/C(=C/c2cc(OC)c(OC)c(OC)c2)SC1=Nc1ccc(OC)cc1
    107 | 2 | 12 | 106 | / | 101 | 107 | 3
(38) CN1C(=O)C2C(c3ccc(N(C)C)cc3)NN(Cc3ccccc3)C2C1=O (stereo unspecified)
    100 | -3 | 1 | 99 | 100 | 100 | 96 | 7
(39) COc1cccc(N2CC(O)=C(c3ccccc3)C2=N)c1
    100 | -2 | -8 | 96 | 96 | 99 | 92 | 4
(40) CCOc1ccccc1NC(=O)C1CCCN(c2c(CC)c(C)nc3ncnn23)C1 (stereo unspecified)
    97 | 2 | -8 | 105 | 101 | 100 | 105 | 2
(41) O=C(CSC(=S)N1CCCC1)c1ccccc1
    88 | 4 | 3 | 78 | 93 | 105 | 92 | -2
(42) CCN(CC(=O)Nc1ccc(S(=O)(=O)N2CCCCC2)cc1)Cc1ccccc1
    96 | 9 | 5 | 96 | 95 | 88 | 93 | 0
(43) CCOc1cc(C(=O)CSc2nnc(CNc3ccc(Cl)cc3)o2)ccc1NC(=O)CC
    99 | 2 | 6 | 93 | 97 | 94 | 95 | 9
(44) COc1ccc(CC(=O)NC(C)(C)C)cc1S(=O)(=O)N1CCOCC1
    121 | 9 | 1 | 103 | 105 | 102 | 104 | 0
(45) COc1ccc(C)cc1NC(=O)Nn1cnnc1
    123 | 0 | 9 | 107 | 104 | 100 | 109 | 0
(46) COC(=O)C1=C(CSc2nc3c(cc2C#N)CN(C)CC3)OC(N)=C(C#N)C1c1ccc(F)cc1 (stereo unspecified)
    104 | -14 | -19 | 108 | 108 | 103 | 94 | 5
(47) O=c1c(Cl)c(N2CCN(c3ccc(F)cc3)CC2)cnn1C12CC3CC(CC(C3)C1)C2
    101 | -1 | 9 | 105 | 98 | 95 | 91 | 4
(48) Cc1ccc(C(=O)NC(=S)NCC2CCCO2)cc1 (stereo unspecified)
    95 | -4 | 3 | 93 | 99 | 99 | 91 | 46
(49) Cc1cccc(/C=C2/Sc3ccc(C(=O)NCCCN4CCOCC4)cc3NC2=O)c1
    104 | 0 | -9 | 107 | 111 | 99 | 103 | -4
(50) CC(C)N(CC(N)=O)C(=O)Cc1coc2cc3c(cc12)CCC3
    102 | 11 | 7 | 99 | 104 | 101 | 94 | 0
(51) CC12CCC(C(=O)O)(C/C1=N\O)C2(C)C (stereo unspecified)
    109&99 | 1&3 | 12&8 | 98&99 | 99&99 | 97&100 | 98&87 | 0&1
(52) Cc1csc(SCC(=O)NCc2ccccc2Cl)n1
    111 | -6 | -2 | 86 | 95 | 106 | 96 | 9
(53) COc1ccccc1-c1nc(C(=O)NCC2CCCO2)cc2c1[nH]c1ccccc12 (stereo unspecified)
    100 | 9 | -2 | 97 | 96 | 96 | 96 | 14
(54) O=C(O/N=C1\CCS(=O)(=O)c2sccc21)c1ccc(F)cc1
    93 | 3 | 5 | 108 | 102 | 99 | 103 | 0
(55) Cc1ccc(C(C)NC(=S)NCc2ccc(F)cc2)cc1C (stereo unspecified)
    110 | 2 | 3 | 95 | 102 | 116 | 103 | 2
(56) CCOC(=O)C1CCN(S(=O)(=O)c2ccc(NC(=O)OC)cc2)CC1
    121 | -11 | -12 | 104 | 97 | 102 | 106 | -2
(57) Cc1cc(C)cc(OCC(=O)NNC(=O)c2ccoc2C)c1
    95 | 0 | -3 | 93 | 92 | 92 | 100 | 1
(58) O=C(O/N=C\c1ccc(N2CCCCC2)c([N+](=O)[O-])c1)c1cccc(C(F)(F)F)c1
    102 | 1 | 4 | 106 | 103 | 98 | 102 | -2
(59) CCOCCCN(C)C1CCN(C(=O)c2oc3ccccc3c2NC(=O)COc2cccc(C)c2)CC1
    108 | 4 | -3 | 92 | 97 | 97 | 102 | 0
(60) Cc1nc(SCC#N)c2c3c(sc2n1)CCC3
    99 | 7 | 2 | 97 | 99 | 97 | 92 | -1

Just RPL19A-GFP yeast, for 2 of the compounds above:
No.	molecule	RPL19A-GFP yeast
51	CC12CCC(C(=O)O)(C/C1=N\O)C2(C)C (stereo unspecified)	97&100
52	Cc1csc(SCC(=O)NCc2ccccc2Cl)n1	106

(listing goes on)
Second line of a record: MEP2-GFP yeast | proCasp3 act | procasp7 counter | LAP4 TOR yeast | AGP1 TOR yeast | RPL19A-GFP yeast | CIT2 TOR yeast | AHR act
(61) CN1C(=O)C(C)(C)c2cc(S(=O)(=O)NCC3CCC(C(=O)NCc4ccc(F)cc4)CC3)ccc21 (stereo unspecified)
    98 | 11 | -4 | 100 | 100 | 100 | 102 | 0
(62) CCCCc1ccc(NS(=O)(=O)c2cccc(C(=O)N3CCCN(C)CC3)c2)cc1
    106 | 7 | -4 | 100 | 96 | 95 | 95 | -1
(63) Cc1onc(-c2c(F)cccc2Cl)c1C(=O)ONC(=O)c1ccccc1
    98 | -1 | -3 | 115 | 105 | 95 | 94 | -3
(64) CSC(=O)NC12CC3CC(CC(C)(C3)C1)C2
    95 | 6 | 8 | 102 | 99 | 98 | 96 | 3
